Screening results: PubChem BioAssay, several laboratories
MazF activator = MazEF (E. coli) toxin RNase activation. P0AE70. FAM/BHQ RNA-DNA oligo cleavage fluorescence, 5 h. activation, % at 20 µM. 350,000 compounds, 0.32% hits. AID 504720; in the data active = activation above about 50%
Target sequence (P0AE70 whole entry, looked up): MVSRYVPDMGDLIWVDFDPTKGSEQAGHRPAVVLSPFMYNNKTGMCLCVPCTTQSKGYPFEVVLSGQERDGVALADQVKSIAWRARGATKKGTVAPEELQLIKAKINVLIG
PfHsp40 yeast = compounds rescuing yeast from Plasmodium falciparum HSP40 toxicity. 340,000 compounds, 0.68% hits. S. cerevisiae expressing PfHsp40, growth rescue, ATP luminescence. growth rescue, % at 12.5 µM; in the data active = growth rescue above about 28%, passing the limit was not always enough;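 note: yeast W303a lacking pdr1 and pdr3 grown in galactose medium; growth measured after three days at 30 °C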
Rv3671c protease = inhibitors of M. tuberculosis serine protease Rv3671c | P9WHR9 | AID 2606 | 320,000 compounds, 0.048% hits | inhibition, % at 5.96 µM; in the data active = inhibition above about 38%;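 note: extracellular domain of Rv3671c used as enzyme; 0% = enzyme with DMSO and 100% = no enzyme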
Target sequence (P9WHR9 whole entry, looked up, the tested form may be a part): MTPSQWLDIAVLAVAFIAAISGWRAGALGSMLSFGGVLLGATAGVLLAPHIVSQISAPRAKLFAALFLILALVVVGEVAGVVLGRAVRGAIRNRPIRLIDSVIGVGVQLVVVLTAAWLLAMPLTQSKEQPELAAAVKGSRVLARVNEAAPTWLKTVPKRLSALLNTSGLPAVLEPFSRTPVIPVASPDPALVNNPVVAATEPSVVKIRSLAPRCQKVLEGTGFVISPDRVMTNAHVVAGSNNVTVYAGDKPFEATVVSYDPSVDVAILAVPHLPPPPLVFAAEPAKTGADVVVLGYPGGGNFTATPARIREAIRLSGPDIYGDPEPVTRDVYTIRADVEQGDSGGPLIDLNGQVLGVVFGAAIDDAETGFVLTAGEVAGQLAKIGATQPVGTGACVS
VHR inh abs = DUSP3 (human) phosphatase inhibition | 290,000 compounds, 0.52% hits | P51452 | recombinant VHR phosphatase, pNPP absorbance | inhibition, % at 13.3 µM; in the data active = inhibition above about 50%; note: some compounds called inactive have numbers as strong as hits
Target sequence (P51452 whole entry, looked up): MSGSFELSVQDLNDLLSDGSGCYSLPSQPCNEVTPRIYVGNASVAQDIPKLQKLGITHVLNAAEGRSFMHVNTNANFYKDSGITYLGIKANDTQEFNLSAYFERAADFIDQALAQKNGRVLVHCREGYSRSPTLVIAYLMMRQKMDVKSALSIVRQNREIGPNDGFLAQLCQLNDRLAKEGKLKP
Vc quorum ag = quorum light induction in luxS cqsA deficient V. cholerae | 350,000 compounds, 0.16% hits | activation, % at 18.7 µM | V. cholerae BH1578 lux reporter, luminescence, 6 h; in the data active = activation mostly above about 9.7%, no sharp cut-off; note: not every result past the cut was called active; inactives centre near 0; reference of the scale not given here
Anthrax LF inh2 = anthrax lethal factor protease inhibition | P15917 | multiplex microsphere protease cleavage assay, LF | inhibition, % at 10 µM | 360,000 compounds, 0.12% hits; in the data active = inhibition above about 30%; note: plate controls were buffer without enzyme for full effect and enzyme alone for no effect
Y pestis TopoI = blocks Yersinia pestis topoisomerase I activity. Y. pestis Topo-I cleavage product accumulation, plate reader. activity, % at 10 µM. 360,000 compounds, 0.064% hits. AID 504884; in the data active = activity above about 50%, passing the limit was not always enough; note: inactives centre near 2
PriA SSB inh = inhibitors of Klebsiella pneumoniae PriA binding to SSB C-terminal tail; AlphaScreen SSBct-PriA binding, biotinylated peptide; inhibition, % at 33 µM; 430,000 compounds, 0.6% hits; AID 1272365; in the data active = inhibition mostly above about 37%, no sharp cut-off; inactive = mostly below about 20%;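 note: plate controls were negative control peptide for no effect and reference peptide for full effect; strong numbers were not always called active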
TcdB inh = blocks C. difficile toxin B glycohydrolase activity; P18177; TcdB glycohydrolase enzymatic assay, plate reader; inhibition, % at 9.99 µM; 350,000 compounds, 0.24% hits; AID 652162; in the data active = inhibition above about 10%
SARS 3CLpro inh = SARS-CoV 3CLpro protease inhibition; P0C6X7; recombinant SARS-CoV 3CLpro, quenched FRET peptide cleavage; inhibition, % at 6 µM; 290,000 compounds, 0.14% hits; in the data active = inhibition above about 12%
An asterisk follows results filed as active; i = inactive; . = no result given; & = joins results of further samples. A portion of the library; the hit share may differ from the screen's.

no.	compound	PriA SSB inh	Rv3671c protease	Vc quorum ag	VHR inh abs	PfHsp40 yeast	MazF activator	Anthrax LF inh2	Y pestis TopoI	SARS 3CLpro inh	TcdB inh
1	C=CCn1c(SCC(=O)c2c(N)n(C)c(=O)n(C)c2=O)nnc1-c1ccncc1	-8	12	-0.1	24	-0.4	1	-3	0	1	0.1
2	CCn1cc(CCC(=O)NCc2ccc(F)cc2)c2ccccc21	-15	-2	i	-33	0.2	3	-1	10	-3	0.2
3	COc1ccc2c(c1)C(=O)N(c1ccc(C)cc1)C(=O)C2	-4	-13	i	-12	-0.8	2	-1	4	-1	.
4	O=C(c1cc2nc(-c3ccco3)cc(C(F)(F)F)n2n1)N1CCN(c2ccccn2)CC1	-18	2	i	-1	1.7	1	2	22	-7	.
5	CC1=C(C(=O)Nc2ccccc2)C(c2cccs2)C(C#N)=C(SCC#N)N1 (stereo unspecified)	1	-8	0.7	20	1.4	8	3	-9	-4	.
6	CC(Sc1nnc(-c2cccs2)n1-c1ccccc1)C(=O)NCc1ccco1 (stereo unspecified)	8	-3	6.1	17	2.5	1	1	0	-4	.
7	O=C(CN1CCN(S(=O)(=O)c2ccc(Br)cc2)CC1)N/N=C/c1ccncc1	i	4	-3.2	13	-0.2	3	2	-6	5	2.1
8	CSc1ccccc1NC(=O)C1(C)CCN1C(=O)Cc1ccc(-c2ccccc2)cc1 (stereo unspecified)	.	.	i	.	.	.	-4	23	.	1.1
9	COc1ccc(NC(=S)N2CCN(S(C)(=O)=O)CC2)cc1	8	0	0.8	-11	0.0	6	-2	-1	-1	-0.9
10	c1cc(Nc2ncnc3sc4c(c23)CCC4)ccn1	-1	-3	-0.2	12	0.1	4	6	1	0	1.0
11	O=C(CSCc1ccc(F)cc1)Nc1ccccc1C(=O)N1CCOCC1	-5	-12	i	18	-0.2	-2	0	-6	4	.
12	COCCCn1nnnc1SCC(=O)Nc1nc2ccccc2s1	-13	4	-0.3	35	1.5	-6	-3	1	3	1.0
13	O=C(Cc1c[nH]c2ccccc12)Nc1nnc(C2CC2)s1	-15	-6	-0.1	7	-1.2	6	-1	-7	2	1.5
14	Cc1cccc(CN2CCC(Oc3ccc(C(=O)N4CCCCC4)cc3)CC2)c1	-16	5	i	16	-0.2	3	-1	28	-1	0.2
15	Cc1ccc(/C=C/C(=O)Nc2ccc(S(N)(=O)=O)cc2)o1	0&18	-8	-0.3	11	-0.7	14	-2	0	3	-0.8
16	O=C(NCC(=O)N1CCCC1)c1cccs1	-7	-3	i	-13	-1.2	1	2	-7	-6	0.2
17	CCOc1ccc(NC(=O)CC2C(=O)N(C)C(=S)N2Cc2ccco2)cc1 (stereo unspecified)	-3	-7	-0.2	26	-1.1	-7	-7	0	2	.
18	CCOC(=O)c1cc(-c2csc(-c3cccc(Cl)c3)n2)on1	-7	3	-0.8	8	0.0	-15	-15	10	4	1.1
19	Cc1cc(C)c2oc(=O)cc(CN3CCN(Cc4ccccc4)CC3)c2c1	10	-2	i	16	-1.6	2	-2	3	1	1.3
20	COc1ccc(/C=N/NC(=O)Cn2c(Cc3ccc(OC)c(OC)c3)nc3ccccc32)cc1	.	-5	-0.7	6	0.2	1	0	2	-4	.

One compound at a time, from the list above. Screens in order: PriA SSB inh	Rv3671c protease	Vc quorum ag	VHR inh abs	PfHsp40 yeast	MazF activator	Anthrax LF inh2	Y pestis TopoI	SARS 3CLpro inh	TcdB inh
COc1ccc(NC(=S)N2CCN(S(C)(=O)=O)CC2)cc1 reads 8	0	0.8	-11	0.0	6	-2	-1	-1	-0.9
Cc1cc(C)c2oc(=O)cc(CN3CCN(Cc4ccccc4)CC3)c2c1 reads 10	-2	i	16	-1.6	2	-2	3	1	1.3
CSc1ccccc1NC(=O)C1(C)CCN1C(=O)Cc1ccc(-c2ccccc2)cc1 (stereo unspecified) reads .	.	i	.	.	.	-4	23	.	1.1
CCOC(=O)c1cc(-c2csc(-c3cccc(Cl)c3)n2)on1 reads -7	3	-0.8	8	0.0	-15	-15	10	4	1.1
O=C(CN1CCN(S(=O)(=O)c2ccc(Br)cc2)CC1)N/N=C/c1ccncc1 reads i	4	-3.2	13	-0.2	3	2	-6	5	2.1

(next part)
no.	compound	PriA SSB inh	Rv3671c protease	Vc quorum ag	VHR inh abs	PfHsp40 yeast	MazF activator	Anthrax LF inh2	Y pestis TopoI	SARS 3CLpro inh	TcdB inh
21	COc1cc(-c2[nH]nc3c2C(c2ccoc2)C(C#N)=C(N)O3)cc(OC)c1OC (stereo unspecified)	-7	-12	1.3	44	-0.6	-2	-5	1	2	.
22	CCC1CCCCN1C(=O)COc1ccc(F)cc1 (stereo unspecified)	-10	7	2.8	11	0.5	3	-2	6	2	-0.8
23	Cc1nc(C)c(-c2csc(Nc3ccccn3)n2)s1	7	1	-0.7	6	2.3	10	14	0	-4	1.1
24	Cc1ccc(CNC(=O)COC(=O)CN2C(=O)C3CC=CCC3C2=O)cc1 (stereo unspecified)	-21	4	i	.	-0.6	-7	-2	12	.	1.2
25	CC(C)[C@H](NC(=O)OC(C)(C)C)C(=O)NCC1CCC(C(=O)N[C@@H](Cc2ccccc2)C(=O)O)CC1 (stereo partly specified)	-8	-10	i	22	-0.2	7	-6	-2	-4	0.4
26	CCOC(=O)CNC(=S)NN(C)C	-7	-2	i	13	-1.4	8	-4	-7	-2	-0.6
27	CCOC(=O)c1cc(-c2ccc(C)cc2)n(CCC(=O)NC(C)CC)c1C (stereo unspecified)	-3	-3	-3.2	-12	2.2	-4	-2	0	-1	.
28	COc1ccc(CCNC(=O)CSc2nc(C)nc3sccc23)cc1OC	-3&-18	-10	-0.4	3	-0.5	-3	-3	-7	-1	1.0
29	CCC(=O)N1CCc2cc(S(=O)(=O)N(C)c3ccc(Br)cc3)ccc21	2	.	i	-22	0.0	-27	3	-3	-3	0.7
30	CCC(c1nnnn1Cc1ccc(OC)cc1)N(CCCO)Cc1cc2cc3c(cc2[nH]c1=O)OCO3 (stereo unspecified)	15	-4	-0.4	31	1.5	-10	-3	16	-1	.
31	O=C(CCNC(=O)Cn1ccc2ccccc2c1=O)NCCCN1CCN(c2ccc(F)cc2)CC1	-9	0	i	-6	1.8	2	0	3	-5	0.7
32	COc1ccc(C(=O)O)cc1S(=O)(=O)NCc1ccncc1	-1	11	-1.0	.	0.0	6	2	-1	.	3.3
33	COc1ccccc1N1CCN(c2nc3c(C)cccn3c(=O)c2C=O)CC1	7	5	i	20	0.0	2	-1	24	-5	.
34	Fc1ccc(Nc2nc(Oc3ccc4c(c3)OCO4)nc(N3CCOCC3)n2)c(F)c1	-14	1	-0.4	15	-1.1	-18	2	9	1	.
35	COc1ccc(/C=C/C(=O)OCc2cccc([N+](=O)[O-])c2)cc1	-12	2	.	9	3.2	0	-2	8	0	0.4
36	O=C(NCC1CCCO1)c1cc(S(=O)(=O)N2CCCC2)c(Cl)cc1Cl (stereo unspecified)	-6	1	i	-14	0.9	2	-4	4	0	0.8
37	CC1(C)C2CC[C@]1(C)C(=O)N(CCCCN1CCN(c3ccccn3)CC1)C2=O	-3	7	i	2	-0.2	4	-12	21	3	-0.2
38	O=C(CNC(=O)c1sc2ccccc2c1Cl)NC1CC1	-10	-3	-1.9	6	-1.7	4	1	5	5	0.0
39	CC(C)OC(=O)COc1ccc(-c2ccccc2)cc1	-107	1	-0.6	26	0.1	1	-4	28	1	.
40	O=C(CCn1c(=O)oc2ccccc21)Nc1nc2ccccc2s1	-2	3	-1.5	-2	2.9	7	-8	10	-2	2.7

Two successive records from above:
no.	compound	PriA SSB inh	Rv3671c protease	Vc quorum ag	VHR inh abs	PfHsp40 yeast	MazF activator	Anthrax LF inh2	Y pestis TopoI	SARS 3CLpro inh	TcdB inh
39	CC(C)OC(=O)COc1ccc(-c2ccccc2)cc1	-107	1	-0.6	26	0.1	1	-4	28	1	.
40	O=C(CCn1c(=O)oc2ccccc21)Nc1nc2ccccc2s1	-2	3	-1.5	-2	2.9	7	-8	10	-2	2.7

Additional structures.
no.	compound	PriA SSB inh	Rv3671c protease	Vc quorum ag	VHR inh abs	PfHsp40 yeast	MazF activator	Anthrax LF inh2	Y pestis TopoI	SARS 3CLpro inh	TcdB inh
41	COc1ccc(C)cc1NC(=O)CSc1ccc(-c2ccccn2)nn1	52*	-13	-0.3	-4	-0.3	0	-2	28	-2	-0.2
42	O=C(NCCC1CCCCN1S(=O)(=O)c1ccccc1)C(=O)Nc1ccc(F)cc1 (stereo unspecified)	-7	0	i	.	0.6	8	0	0	.	2.2
43	CC1CCN(CC(=O)Nc2ccc(N3CCCCCC3)cc2)CC1	54	1	i	16	0.1	7	-20	9	0	-11
44	CC(=O)N1CCN(C(=O)c2ccco2)CC1	-7	5	i	18	-0.7	-2	2	-5	4	0.7
45	O=C(CSc1nnc(Cc2ccccc2)n1-c1ccc(F)cc1)N1CCOCC1	2	0	i	1	0.9	5	0	2	2	0.6
46	CC1(C)CC(=O)C=C(c2ccccc2CO)C1=O	.	.	i	.	.	7	-2	0	.	1.1
47	COCC1CCN(C(=O)c2ccc3oc(Cc4ccccc4)nc3c2)C1 (stereo unspecified)	-7	-2	-0.4	16	-1.4	2	-3	4	1	-0.5
48	CC(C)n1nnc(-c2ccc(OCc3ccccc3F)cc2)n1	-40	1	i	-6	1.5	2	8	37	0	0.7
49	CN(c1ccc(C(=O)NCC2CCCO2)cc1)S(=O)(=O)c1ccccc1 (stereo unspecified)	-21	7	-8.3	17	-1.1	2	7	0	1	.
50	CCC(C(=O)OC)n1cnc2scc(-c3ccc(C)c(C)c3)c2c1=O (stereo unspecified)	-5	-1	-0.2	-16	166*	5	-8	28	1	1.6
51	COc1ccccc1NS(=O)(=O)c1cc(NC(=O)Cc2n[nH]c(=O)c3ccccc23)ccc1Cl	-18	-20	-0.8	.	0.1	-3	-1	23	.	-0.4
52	CCOCCCNC(=O)c1c[nH]c2ccc(C)cc2c1=O	-16	6	i	18	-0.4	0	0	1	2	.
53	CC1=CC(O)C(O)C2(C)C1CC1OC(=O)C(O)C3C(C)C(O)C4(O)OCC13C42 (stereo unspecified)	-6	.	i	.	1.4	9	-4	5	.	.
